BRCA1 expr up = qHTS Assay to Identify Small Molecule Activators of BRCA1 Expression. MCF7-BRCA1-FFLuc reporter, luminescence, 48 h; response scale: scaled: vehicle 0%, 10 µM genistein 100%. Potency, µM (titrated, usually from 46.1 µM), inactives show top-dose activation, actives largely listed as activators. 380,000 tested, 1.1% active. AID 624202, 2012; note: potency is the fitted concentration of half-maximal effect; nearly all actives have a fitted effect of over 80% in size; some results filed as inactive show a strong effect at the top dose
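Cells: MCF7-BRCA1-FFLuc, 2000/well. Exposure: 48 h, 37 °C, 5% CO2. Read: luminescence, 15 min post-substrate. Controls: genistein 10 microM (maximal activation), DMSO (neutral).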
TRPV1 agonist = HTS Assay for Compounds that Act as Agonists of the Vanilloid Receptor 1 | Transient receptor potential cation channel subfamily V member 1 (Homo sapiens), Q8NER1 | TRPV1-expressing cells, Fluo-8 calcium influx, agonist mode | activation, % at 8.33 µM | 320,000 tested, 0.19% active | AID 540275, 2011; in the data active = activation above about 80%; inconclusive = between about 30% and that limit; note: 0% is about no effect
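TRPV1-expressing cells were cultured overnight at 35.5C and loaded with Fluo-8 calcium dye for 40 to 90 min at room temperature. After a 10 s baseline, compound was added and calcium influx was read kinetically for 3 min (ex 480/em 520 nm).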
Rab9 prom act = qHTS Assay for Rab9 Promoter Activators; Huh7 Rab9 promoter-luciferase reporter, luminescence, 24 h; Potency, µM (doses to about 9.22 µM), for inactives: at the top dose activation, negative = inhibition, most hits filed as activators; 320,000 tested, 2.8% active; note: potency is the fitted concentration of half-maximal effect; % of control where 0% means no effect; nearly all actives have a fitted effect of over 60% in size
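Using Huh7 cells stably transfected with Rab9 promoter–luciferase, compounds were incubated 24 h at 37 °C, 5% CO2; luciferase luminescence was read 10 min after reagent addition.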
p53 reactivation = qHTS assay for re-activators of p53 using a Luc reporter; H1299 p53-A138V BP100-luciferase reporter, luminescence, 24 h; Potency, µM (doses to about 92.2 µM), inactives show at the top dose activity change, positive = activation, usual class: activators; 320,000 tested, 0.063% active; note: potency is the fitted concentration of half-maximal effect; % of control where 0% means no effect; nearly all actives have a fitted effect of over 45% in size
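H1299 (p53-null), stable ts p53-A138V + BP100-Luc; 1000 cells/well, Opti-MEM/10% FBS; cpd 4 pt, 1:5; 24 h, 37 deg C, 5% CO2; detection reagent 10 min RT; luminescence.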
Tb PFK block = qHTS Assay to Find Inhibitors of T. brucei phosphofructokinase | T. brucei PFK, ADP-Glo luminescence | Potency, µM (titrated, usually from 57.5 µM), for the others: top-dose activity, negative = inhibition, hits mostly inhibitors | 330,000 tested, 0.17% active;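 note: potency is the fitted concentration of half-maximal effect; 0% = uninhibited 1x PFK enzyme wells and -100% = no-enzyme wells; nearly all actives have a fitted effect of over 60% in size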
Target sequence (O15648 whole entry, looked up): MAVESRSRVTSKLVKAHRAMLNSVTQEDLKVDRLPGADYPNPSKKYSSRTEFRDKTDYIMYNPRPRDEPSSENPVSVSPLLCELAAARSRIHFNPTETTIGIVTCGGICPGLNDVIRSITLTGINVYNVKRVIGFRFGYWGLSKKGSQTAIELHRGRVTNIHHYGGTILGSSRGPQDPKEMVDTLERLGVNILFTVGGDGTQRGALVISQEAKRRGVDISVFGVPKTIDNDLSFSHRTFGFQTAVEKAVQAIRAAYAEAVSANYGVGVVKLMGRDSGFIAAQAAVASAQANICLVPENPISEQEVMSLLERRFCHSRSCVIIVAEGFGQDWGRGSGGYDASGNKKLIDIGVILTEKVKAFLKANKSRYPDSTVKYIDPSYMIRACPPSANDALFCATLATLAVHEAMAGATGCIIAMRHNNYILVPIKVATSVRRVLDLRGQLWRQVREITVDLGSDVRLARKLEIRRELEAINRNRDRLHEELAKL
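PFK 1.25 nM, F6P 0.5 mM, ATP 0.1 mM, 0.1 M TEA pH 8.0, 5 mM MgCl2, 0.01% Tween20, 0.1% BSA; 45 min RT. ADP-Glo readout. qHTS titration up to 57 uM; curves fitted, compounds curve-classed.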
FLuc counter = qHTS profiling assay for firefly luciferase inhibitor/activator using purifed enzyme and Km concentrations of substrates (counterscreen for miR-21 project); purified FLuc, Km substrates, luminescence inhibition; AID 588342, 2011; 360,000 tested, 6.9% active; Luciferin 4-monooxygenase (Photinus pyralis), P08659; Potency, µM (top dose mostly 57.5 µM), inactives show at the highest dose activity change, negative = inhibition, usual class: inhibitors;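 note: potency is the fitted concentration of half-maximal effect; plate controls were vehicle for no effect and reference inhibitor for full effect; nearly all actives have a fitted effect of over 55% in size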
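Purified P. pyralis luciferase, 10 nM final, with Km-level 10 uM D-luciferin and 10 uM ATP in 50 mM Tris acetate pH 7.5, 10 mM Mg acetate, 0.01% Tween-20, 0.05% BSA; 6-point qHTS titration about 60 µM downward; luminescence read.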
RORg inh = qHTS for inhibitors of ROR gamma transcriptional activity; Nuclear receptor ROR-gamma (Mus musculus), P51450; Drosophila S2 Gal4-RORgamma UAS-luciferase reporter, 20 h; Potency, µM (top dose mostly 53.6 µM), for inactives: top-dose activity change, negative = inhibition, hits mostly inhibitors; 310,000 tested, 5.4% active; AID 2551, 2010; note: potency is the fitted concentration of half-maximal effect; % is set by controls: 0 for no effect and ±100 for the full control effect; nearly all actives have a fitted effect of over 60% in size
Target sequence (P51450 whole entry, looked up, the tested form may be a part): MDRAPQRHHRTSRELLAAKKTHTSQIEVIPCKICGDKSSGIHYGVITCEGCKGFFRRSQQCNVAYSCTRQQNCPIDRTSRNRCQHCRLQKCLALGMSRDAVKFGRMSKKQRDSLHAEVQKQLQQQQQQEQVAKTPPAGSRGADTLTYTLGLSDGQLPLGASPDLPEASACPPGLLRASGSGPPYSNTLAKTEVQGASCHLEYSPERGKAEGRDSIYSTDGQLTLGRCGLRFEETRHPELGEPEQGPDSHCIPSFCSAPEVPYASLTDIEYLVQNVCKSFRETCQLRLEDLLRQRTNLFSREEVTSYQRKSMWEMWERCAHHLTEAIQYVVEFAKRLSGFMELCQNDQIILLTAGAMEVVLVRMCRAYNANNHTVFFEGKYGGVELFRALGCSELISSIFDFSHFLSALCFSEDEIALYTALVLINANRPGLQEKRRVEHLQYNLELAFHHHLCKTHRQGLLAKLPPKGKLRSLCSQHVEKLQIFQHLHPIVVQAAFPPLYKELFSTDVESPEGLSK
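Stable Schneider cell line, Gal4 DNA-binding domain fused to ROR gamma, UAS-luciferase. Cmpd 1 hr RT → CuSO4 700 uM final → 20 hr RT → luciferase reagent 10 min → luminescence.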
ELG1 genotox = qHTS screen for small molecules that induce genotoxicity in human embryonic kidney (HEK293T) cells expressing luciferase-tagged ELG1. AID 504466, 2011. 330,000 tested, 1.3% active. HEK293T ELG1-luciferase reporter, luminescence, 16 h. Potency, µM (top dose mostly 46 µM), for the others: at the top dose activity change, positive = activation, most hits filed as activators; note: potency is the fitted concentration of half-maximal effect; % of control where 0% means no effect; nearly all actives have a fitted effect of over 60% in size
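Screening used a luciferase reporter fused to human ELG1 in HEK293T cells. Luminescence was read on a CCD plate imager after 16 hr exposure and 30 min ONE-Glo incubation.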
ELG1 DNA repair = qHTS screen for small molecules that inhibit ELG1-dependent DNA repair in human embryonic kidney (HEK293T) cells expressing luciferase-tagged ELG1; HEK293T ELG1-luciferase reporter, luminescence, 16 h; DNA damage induced by 5-fluorouridine; Potency, µM (titrated, usually from 46.1 µM), inactives show top-dose activity change, negative = inhibition, most hits filed as inhibitors; 330,000 tested, 2.3% active; AID 504467, 2011; note: potency is the fitted concentration of half-maximal effect; % is set by controls: 0 for no effect and ±100 for the full control effect; nearly all actives have a fitted effect of over 55% in size
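Luminescence from the luciferase reporter, measured 30 min after ONE-Glo reagent at room temperature, was the read-out. Beforehand, 2,000 cells per well were exposed for 16 hr at 37 °C to 5-fluorouridine together with compound or vehicle.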
VP16 counter = VP16 counterscreen qHTS for inhibitors of ROR gamma transcriptional activity; Drosophila S2 Gal4-VP16 UAS-luciferase, luminescence, 20 h; Potency, µM (top dose mostly 53.6 µM), inactives show top-dose activity, negative = inhibition, most hits filed as inhibitors; 310,000 tested, 3.5% active; AID 2546, 2010;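 note: Gal4-VP16 expression switched on by copper sulfate through the metallothionein promoter; potency is the fitted concentration of half-maximal effect; % is set by controls: 0 for no effect and ±100 for the full control effect; nearly all actives have a fitted effect of over 50% in size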
NPC1 prom act = qHTS Assay for NPC1 Promoter Activators | 320,000 tested, 2.4% active | Potency, µM (titrated, usually from 9.22 µM), without a hit: at the top dose activation, usual class: activators | Huh7 NPC1 promoter luciferase reporter, 24 h;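 note: potency is the fitted concentration of half-maximal effect; % of control where 0% means no effect; nearly all actives have a fitted effect of over 60% in size; reporter is driven by a mutant NPC1 promoter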
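Stably transfected Huh7 (NPC1 promoter→luciferase), 1500 cells/well in Opti-MEM + 10% FBS, 2 h settle, then compound 24 h at 37 °C. Luminescence after 10 min with Amplite reagent.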
* hit, by the source's call. Unless noted, calls come from the whole dose curve; as a rule, active = well fitted curve in the direction sought with a large enough effect; inconclusive = small, poorly fitted or top-dose-only effect, or another doubt; inactive = no such curve, though single readings can be large; an effect the other way counts as inactive or inconclusive.

Screening Cc1cccc(-n2ccnc2SCC(=O)O)c1C returned BRCA1 expr up -6.2%, TRPV1 agonist 0.8, Rab9 prom act 13.5%, p53 reactivation 1.7%, Tb PFK block 2.1%, FLuc counter -4.1%, RORg inh -27.6%, ELG1 genotox 0.9%, ELG1 DNA repair 5.9%, VP16 counter 0.2% and NPC1 prom act -0.1%.
Screening COC(=O)CC1=NN(c2ccccc2)C(=O)/C1=C\c1ccc(OC)cc1 returned BRCA1 expr up -7.5%, TRPV1 agonist 2.7, Rab9 prom act -4.5%, p53 reactivation -8.3%, Tb PFK block 22.0%, FLuc counter -19.2%, RORg inh 24.7%, ELG1 genotox 17.9%, ELG1 DNA repair inconclusive, VP16 counter -1.0% and NPC1 prom act -1.8%.
Screening O=c1[nH]c(C2CCCN(S(=O)(=O)Cc3ccccc3)C2)nc2c1nnn2Cc1cccc(Cl)c1 (stereo not given) returned BRCA1 expr up -37.1%, TRPV1 agonist -5.7, Rab9 prom act 2.8%, p53 reactivation 3.4%, Tb PFK block -2.9%, FLuc counter 2.5%, RORg inh -14.0%, ELG1 genotox -2.3%, ELG1 DNA repair inconclusive, VP16 counter -12.9% and NPC1 prom act -0.5%.
`Cc1ccc(C(CNS(=O)(=O)c2cc(F)ccc2F)N2CCN(C)CC2)cc1` (stereo not given) gave BRCA1 expr up -22.7%, TRPV1 agonist -1.6, Rab9 prom act 6.3%, p53 reactivation -9.1%, Tb PFK block 7.5%, FLuc counter 0.4%, ELG1 genotox 12.7%, ELG1 DNA repair 9.2% and NPC1 prom act 1.9%.
`Cc1ccc(C(=O)N2CCN(c3ccc(C(F)(F)F)cn3)CC2)o1` gave BRCA1 expr up -25.8%, p53 reactivation -8.4%, Tb PFK block 2.4%, ELG1 genotox -1.9% and ELG1 DNA repair inconclusive.
For CCCCC1(C(=O)OCC)CC(CN2CCOCC2)OC1=O (stereo not given) the results were BRCA1 expr up 2.3%, TRPV1 agonist 5.0, Rab9 prom act 5.8%, p53 reactivation -1.4%, Tb PFK block 2.1%, FLuc counter 1.5%, RORg inh -1.5%, ELG1 genotox -1.3%, ELG1 DNA repair 3.9%, VP16 counter -5.3% and NPC1 prom act 2.3%.
COc1ccc(C(=O)Sc2ccc(Cl)cc2)cc1OC was read as BRCA1 expr up -40.0%, TRPV1 agonist 2.6, Rab9 prom act -4.2%, p53 reactivation inconclusive, Tb PFK block -5.5%, FLuc counter 2.69µM*, RORg inh inconclusive, ELG1 genotox -1.4%, ELG1 DNA repair 7.9%, VP16 counter -0.1% and NPC1 prom act -13.8%.
`CCCCOCCCNC(=O)C1c2ccccc2Oc2ccccc21` gave BRCA1 expr up -0.3%, TRPV1 agonist inconclusive, Rab9 prom act 8.3%, p53 reactivation inconclusive, Tb PFK block 1.3%, FLuc counter 3.9%, RORg inh -32.3%, ELG1 genotox 0.7%, ELG1 DNA repair 2.8%, VP16 counter -10.6% and NPC1 prom act -6.1%.
Screening Cc1ccc2nc(NC(=O)C3CCCN(S(=O)(=O)c4cccnc4)C3)sc2c1 (stereo not given) returned BRCA1 expr up 5.9%, TRPV1 agonist inconclusive, Rab9 prom act 0.4%, p53 reactivation -5.9%, Tb PFK block 2.2%, FLuc counter -9.2%, RORg inh inconclusive, ELG1 genotox -0.8%, ELG1 DNA repair inconclusive, VP16 counter -9.5% and NPC1 prom act -1.4%.
Screening CN(C)/C=C/C(=O)c1ccc(Oc2ncccn2)cc1 returned BRCA1 expr up -8.6%, TRPV1 agonist -0.8, Rab9 prom act 0.1%, p53 reactivation 18.3%, Tb PFK block 0.1%, FLuc counter 6.1%, RORg inh 11.0%, ELG1 genotox 14.8%, ELG1 DNA repair 9.1%, VP16 counter -16.2% and NPC1 prom act -2.6%.
`Cc1ccc(NC(=O)C2CCCN(S(=O)(=O)c3c(C)noc3/C=C/N(C)C)C2)cc1F` (stereo not given) gave BRCA1 expr up -44.1%, TRPV1 agonist 5.6, Rab9 prom act 3.4%, p53 reactivation 14.3%, Tb PFK block -1.3%, FLuc counter 0.5%, RORg inh 41.5%, ELG1 genotox -1.0%, ELG1 DNA repair inconclusive, VP16 counter -16.3% and NPC1 prom act -1.4%.
CCC(=Nc1ccccc1)C1=C(O)CCCC1=O was read as BRCA1 expr up 1.7%, TRPV1 agonist -3.0, Rab9 prom act -5.6%, p53 reactivation -1.2%, Tb PFK block 0.5%, FLuc counter 0.8%, RORg inh 21.4%, ELG1 genotox -3.9%, ELG1 DNA repair 3.8%, VP16 counter -6.2% and NPC1 prom act -0.6%.
For CN1CCN(c2nc3c(c(=O)n(C)c(=O)n3C)n2CCSc2nnnn2-c2ccccc2)CC1 the results were BRCA1 expr up -15.6%, TRPV1 agonist -2.2, Rab9 prom act -4.1%, p53 reactivation -5.1%, Tb PFK block 0.2%, FLuc counter -1.4%, RORg inh -0.6%, ELG1 genotox 1.3%, ELG1 DNA repair 7.7%, VP16 counter -10.3% and NPC1 prom act -3.8%.
`COc1cc(OC)c2c(-c3ccccc3)cc(=O)oc2c1C(CC(=O)N1CCN(c2ccccc2)CC1)c1ccc2c(c1)OCO2` (stereo not given) gave TRPV1 agonist 1.3, Rab9 prom act -5.1%, p53 reactivation -2.5%, Tb PFK block -3.8%, FLuc counter 2.4%, RORg inh -3.3%, ELG1 genotox -0.1%, ELG1 DNA repair 9.3%, VP16 counter 0.9% and NPC1 prom act -4.7%.
For O=C(c1ccc(Cl)c(Cl)c1)N1CCC(O)(CN2CCOCC2)CC1 the results were BRCA1 expr up -7.5%, TRPV1 agonist -2.0, Rab9 prom act -4.8%, p53 reactivation -1.7%, Tb PFK block 0.8%, FLuc counter 0.4%, RORg inh 1.7%, ELG1 genotox 0.2%, ELG1 DNA repair -4.0%, VP16 counter -8.1% and NPC1 prom act -0.1%.
Screening CCOc1ccc(-c2cc(CCCC(=O)NCCc3ccccc3)no2)cc1 returned BRCA1 expr up -55.8%, TRPV1 agonist inconclusive, Rab9 prom act -1.6%, p53 reactivation -2.5%, Tb PFK block 4.1%, FLuc counter inconclusive, RORg inh -30.7%, ELG1 genotox inconclusive, ELG1 DNA repair 0.0%, VP16 counter -13.0% and NPC1 prom act 10.0%.
`CN(C)CCCNC(=O)C[C@H]1C[C@H](C(=O)N2CCOCC2)[C@@]2(C)c3[nH]c4ccc(Cl)cc4c3CCN2C1=O` gave BRCA1 expr up 8.5%, p53 reactivation -1.0%, Tb PFK block 2.4%, ELG1 genotox 3.9% and ELG1 DNA repair 11.8%.
`O=C(/C=C/c1cccs1)Nc1nc(-c2ccccc2)cs1` gave BRCA1 expr up 50.6%, TRPV1 agonist inconclusive, Rab9 prom act 17.5%, p53 reactivation -1.2%, Tb PFK block -0.3%, FLuc counter 6.75µM*, RORg inh inconclusive, ELG1 genotox 18.9%, ELG1 DNA repair inconclusive, VP16 counter -0.3% and NPC1 prom act 18.1%.
`Cc1ccc(S(=O)(=O)N2CCCCC2C(=O)N2CCN(C)CC2)cc1` (stereo not given) gave BRCA1 expr up -16.2%, TRPV1 agonist -2.1, Rab9 prom act -1.1%, p53 reactivation -0.7%, Tb PFK block 2.2%, FLuc counter 0.1%, RORg inh 9.9%, ELG1 genotox 1.9%, ELG1 DNA repair 0.5%, VP16 counter 15.2% and NPC1 prom act -2.9%.
Screening CCOc1cc(CNn2nnnc2N)ccc1OCC(=O)NC(C)(C)C returned BRCA1 expr up -5.6%, TRPV1 agonist -0.6, Rab9 prom act -3.3%, p53 reactivation 5.9%, Tb PFK block 4.9%, FLuc counter 0.0%, RORg inh -12.0%, ELG1 genotox 0.2%, ELG1 DNA repair 7.4%, VP16 counter 9.3% and NPC1 prom act -3.6%.

Source: PubChem BioAssay (National Center for Advancing Translational Sciences (NCATS))
